# Assay outcomes as filed in PubChem.
# OX1R antag-1 = antagonists of human orexin 1 receptor (OX1R); AID 485270; O43613; inhibition, % at 6.6 µM; 1.8% of 330,000 active; OX1R-expressing cells, FRET antagonist read-out; in the data active = inhibition mostly above about 38%, no sharp cut-off; inactive = mostly below about 40%;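 note: 0% = agonist challenge alone and 100% = reference antagonist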
# Target sequence (O43613 whole entry, looked up): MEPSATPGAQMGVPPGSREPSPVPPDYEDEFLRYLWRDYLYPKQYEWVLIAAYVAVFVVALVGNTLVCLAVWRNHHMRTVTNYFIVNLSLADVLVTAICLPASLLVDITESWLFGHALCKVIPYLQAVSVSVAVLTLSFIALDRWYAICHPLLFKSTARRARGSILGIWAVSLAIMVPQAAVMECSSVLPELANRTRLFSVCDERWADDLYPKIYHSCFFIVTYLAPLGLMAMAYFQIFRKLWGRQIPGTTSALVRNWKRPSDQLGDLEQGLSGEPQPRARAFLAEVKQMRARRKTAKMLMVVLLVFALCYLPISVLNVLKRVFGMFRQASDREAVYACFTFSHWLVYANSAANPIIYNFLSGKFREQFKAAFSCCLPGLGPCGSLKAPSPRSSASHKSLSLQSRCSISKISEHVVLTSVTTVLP
# OX1R antag-2 = antagonists of human orexin 1 receptor; CHO/OX1R cells, Fluo-8 calcium fluorescence, orexin A; 0.43% of 330,000 active; inhibition, % at 5 µM; AID 434989; O43613;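 active = inhibition above its plate's threshold, mean inhibition of all tested compounds on the plate plus 3 SD, cut at about 37% in these data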;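 note: 0% = orexin A challenge wells and 100% = SB-334867-A antagonist wells; not every result past the cut was called active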
# Numbers without * were called inactive. Outcome played no part in choosing rows; overall some 2% were active at least once.
SMILES	OX1R antag-1	OX1R antag-2
O=C(COC(=O)c1cccs1)Nc1ccccc1Cl	3	-13
O=C(/C=C\c1cn(-c2ccccc2)nc1-c1ccccc1)Nc1nccs1	13	-8
O=C(NCc1ccc2c(c1)OCO2)C1CCN(c2nccc(C(F)(F)F)n2)CC1	11	-8
COc1ccccc1NC(=O)CSc1nnnn1-c1ccc(C)cc1	5	-22
COC(=O)C1=C(O)/C(=C\c2ccc(CNC(=O)C(=O)Nc3ccc(C)cc3)o2)N=C1C	12	-21
COc1ccccc1C(=O)N1CCC(N2CCN(c3ccccc3OC)CC2)CC1	20	-11
Cc1nc(C(C)N(C)Cc2nc(-c3ccc4c(c3)OCO4)no2)c(C)s1 (stereo unspecified)	22	-15
CC(=O)Oc1cccc(N2C(=O)c3ccc(C(=O)Nc4cccnc4)cc3C2=O)c1	20	4
COc1ccc(-c2cc3c(=O)n(CC(=O)N4CCCCC4)ncn3n2)cc1	6	-16
Cc1[nH]c2ccc(F)cc2c1CCN(Cc1cccnc1)C(=S)Nc1ccc(F)cc1	10	-17
O=C(COc1ccccc1F)NCC(c1ccco1)N1CCCC1 (stereo unspecified)	9	-25
COc1ccc(Cc2nnc(SCC(=O)NC3(C#N)CCCCC3)n2N)cc1	13	-18
Cc1c(OC(C)C(=O)NCc2ccccn2)ccc2c3c(c(=O)oc12)CCC3 (stereo unspecified)	27	-20
O=C(CS(=O)(=O)Cc1ccccc1)NCCc1ccc(F)cc1	23	-9
Cc1ccc(N2CC(=O)N(c3ccc(C)cc3)CC2=O)cc1	5	-4
COc1ccc(N2C(=O)CC(S/C(N)=N/N=C(\C)c3cccs3)C2=O)cc1 (stereo unspecified)	21	-2
Cc1cccc(C(=O)OC2CCN(C)CC2)c1	7	-15
S=c1[nH]nc(-c2cccs2)n1/N=C/c1cccs1	16	-5
CCC(CC)C(=O)Nc1ccc(S(=O)(=O)Nc2nccs2)cc1	11	-28
CCCCNC(=O)c1nn(-c2ccccc2OC)c(=O)c2ccccc12	13	-34

# Arranged by molecular weight (descending): 17 of the compounds above.
SMILES	OX1R antag-1	OX1R antag-2
Cc1[nH]c2ccc(F)cc2c1CCN(Cc1cccnc1)C(=S)Nc1ccc(F)cc1	10	-17
COC(=O)C1=C(O)/C(=C\c2ccc(CNC(=O)C(=O)Nc3ccc(C)cc3)o2)N=C1C	12	-21
COc1ccccc1C(=O)N1CCC(N2CCN(c3ccccc3OC)CC2)CC1	20	-11
O=C(NCc1ccc2c(c1)OCO2)C1CCN(c2nccc(C(F)(F)F)n2)CC1	11	-8
COc1ccc(N2C(=O)CC(S/C(N)=N/N=C(\C)c3cccs3)C2=O)cc1 (stereo unspecified)	21	-2
COc1ccc(Cc2nnc(SCC(=O)NC3(C#N)CCCCC3)n2N)cc1	13	-18
Cc1c(OC(C)C(=O)NCc2ccccn2)ccc2c3c(c(=O)oc12)CCC3 (stereo unspecified)	27	-20
Cc1nc(C(C)N(C)Cc2nc(-c3ccc4c(c3)OCO4)no2)c(C)s1 (stereo unspecified)	22	-15
COc1ccc(-c2cc3c(=O)n(CC(=O)N4CCCCC4)ncn3n2)cc1	6	-16
CCC(CC)C(=O)Nc1ccc(S(=O)(=O)Nc2nccs2)cc1	11	-28
CCCCNC(=O)c1nn(-c2ccccc2OC)c(=O)c2ccccc12	13	-34
O=C(CS(=O)(=O)Cc1ccccc1)NCCc1ccc(F)cc1	23	-9
O=C(COc1ccccc1F)NCC(c1ccco1)N1CCCC1 (stereo unspecified)	9	-25
O=C(COC(=O)c1cccs1)Nc1ccccc1Cl	3	-13
Cc1ccc(N2CC(=O)N(c3ccc(C)cc3)CC2=O)cc1	5	-4
S=c1[nH]nc(-c2cccs2)n1/N=C/c1cccs1	16	-5
Cc1cccc(C(=O)OC2CCN(C)CC2)c1	7	-15

# Next structures
SMILES	OX1R antag-1	OX1R antag-2
COc1ccc(OC)c(S(=O)(=O)N2CCN(C(=O)NC3CCCCC3)CC2)c1	6	-15
Cn1c(C(O)c2ccccc2F)nc(Cl)c1Cl (stereo unspecified)	15	-6
COc1ccc(Cc2nnc(NC(=O)c3ccccc3C)s2)cc1	14	-4
Cc1cc(-c2ccc(C)c(S(=O)(=O)NCc3ccc(Br)cc3)c2)on1	23	6
CC1CCCCN1CCNC(=O)c1cc2c(=O)n(C)c3ccccc3c2n1C (stereo unspecified)	8	-15
CCCCOc1cccc(C(=O)NNC(=S)NC2CCCCC2)c1	11	-11
Cc1ccc(NC2CCCN(C(=O)c3cccc(-c4ncc[nH]4)c3)C2)cc1C (stereo unspecified)	93*	32
COCCn1c(C)cc(C(=O)COC(=O)CNC(=O)c2ccco2)c1C	1	-17
Cc1cnc([N+](=O)[O-])n1CCOC(=O)NC(=O)c1c(F)cccc1F	31	5
CS(=O)(=O)c1ccc2nc(NC(=O)c3ccc(Cl)nc3)sc2c1	19	-16
Oc1c(Br)cc(/C=N/NC(=S)NCC2CCCO2)cc1Br (stereo unspecified)	31	0
COc1ccc([N+](=O)[O-])cc1NC(=O)COC(=O)c1ccc(O)cc1	4	-16
COc1ccc(S(=O)(=O)N2CC3C4C=CC(C4)C3C2)cc1 (stereo unspecified)	3	-12
OC1COC(OCC2OC(OCc3ccccc3)C(O)C(O)C2O)C(O)C1O (stereo unspecified)	10	0
Cc1c(Cl)cccc1NC(=S)NC(=O)c1cncc(Br)c1	15	-43
CCO[C@@H]1OC(C(=O)N2CCN(Cc3ccccc3)CC2)=C[C@H](C2CC2)[C@H]1CCCO	13	-24
CCN1CCCC1CNCC(=O)Nc1ccc(OC(F)(F)F)cc1 (stereo unspecified)	7	-9
Cc1nonc1CN(C)C(=O)c1ccc(OC2CCN(Cc3ccccn3)CC2)cc1	12	-5
O=C(Cn1c2ccc(F)cc2c2nc3n(c(=O)c21)CCS3)N1CCCC1	33	-25
CCn1c(C)[n+](CCCS(=O)(=O)[O-])c2cc(Cl)c(Cl)cc21	6	-21
COc1cccc(/C=N/N2C(=O)NC3(CCCCC3)C2=O)c1O	18	2
CCOc1cc(CN2CCN(c3ccc(C(C)=O)cc3)CC2)ccc1OC	-1	-14
COC1=NS(=O)(=O)c2ccccc21	8	-6
Cc1ccc(C)c(N(C)C(=O)c2ccc3c(=O)n4c(nc3c2)CCCCC4)c1	17	-32
CCCN(CCC)C(=O)Nc1ccc(F)cc1F	-4	-9
O=C(Nc1ncc([N+](=O)[O-])s1)c1ccc2c(c1)OCO2	60	-1
CCc1cc2cc(C)cc(C)c2nc1SCC(=O)Nc1cc(C)on1	36	-29
O=C(NC1=NCCS1)c1ccncc1	4	-6
Cc1cc(-n2c(SCC(=O)Nc3ccc(Br)cc3)nc3n[nH]c(C)c3c2=N)ccc1Cl	13	-25
CCOc1ccc(-c2c(C)n([O-])c3c([n+]2=O)CCCCC3)cc1	45	2
Cc1cc(Cl)ccc1OCc1nc(-c2ccncc2)no1	-1	-25
COC(=O)c1oc2ccc(Cl)cc2c1NC(C)=O	21	-22
CC1=C(C(=O)Nc2cc(C(=O)N(C)Cc3ccccc3)ccc2C)SCCO1	4	-41
COc1cccc(NC(=O)C2CC(=O)N/C(=N/NC(=O)c3ccc(C)cc3)S2)c1 (stereo unspecified)	3	0
O=C(CSc1nnc(-c2cccs2)n1-c1ccccc1)c1ccc2c(c1)OCCO2	21	-19
Cc1c(-n2c(=S)[nH]c3ccccc3c2=O)c(=O)n(-c2ccccc2)n1C	4	-8
Brc1ccc(OCCCCN2CCCCC2)cc1	7	-20
Cc1cccc(NC(=O)CSCC(=O)Nc2ccccc2N2CCCCC2)c1	39	-18
COc1ccc(C(=O)CN2C(=O)c3ccccc3C2=O)c(OC)c1	25	-6
CCCCNC(=O)CN(Cc1ccco1)S(=O)(=O)c1ccc(C(C)=O)cc1	4	5
Cc1cc(C)n(CC(=O)N2CCCC(N3CCN(c4ccccc4C)CC3)C2)n1 (stereo unspecified)	20	-15
COc1cc(OC)c(S(=O)(=O)Nc2ccccc2NC(=O)CN2CCOCC2)cc1NC(C)=O	-7	-18
Cn1c(C(=O)O)cnc1Sc1ncc(C(F)(F)F)cc1Cl	5	14
CCN(Cc1ccccc1)Cc1c(F)cccc1F	7	1
O=C(NNc1nc2c(F)cccc2s1)C1COc2ccccc2O1 (stereo unspecified)	6	-19
CCCCNC(=O)/C(=C/c1ccco1)NC(=O)c1ccco1	4	-15
O=C1C(=O)N(CCN2CCOCC2)C(c2ccccn2)/C1=C(/O)c1ccc(Cl)cc1 (stereo unspecified)	55*	-20
Oc1oc(-c2ccc(Br)cc2)nc1C=Nc1ccc(Br)cn1	11	-6
CC(C)c1ccccc1NC(=O)C1CC(=O)N(C2CCCC2)C1 (stereo unspecified)	8	-7
COc1ccc(NC(=O)c2ccco2)c(NC(=O)Cc2cccs2)c1	13	-18

# (more compounds)
SMILES	OX1R antag-1	OX1R antag-2
CCC(=NCCc1c(C)[nH]c2ccc(OC(F)(F)F)cc12)C1=C(O)CC(c2ccccc2)CC1=O (stereo unspecified)	8	-34
CC(C)=CCCC(C)CN1CCC(n2nccc2NC(=O)c2ccc3c(c2)OCO3)CC1 (stereo unspecified)	46	-26
O=C1NC(Cc2c[nH]c3ccccc23)C(=O)N1Cc1ccccc1 (stereo unspecified)	3	-12
Cc1ccccc1Sc1ncccc1[N+](=O)[O-]	8	-22
COc1ccc(CCNC(=O)C2CCN(C(=O)c3ccc(C(C)(C)C)cc3)CC2)cc1	14	-23
CCCCc1ccc(NC(=O)N2CCNC(=O)C2CC(=O)Nc2ccsc2C(=O)OC)cc1 (stereo unspecified)	5	-16
COCCSc1ccccc1C(=O)Nc1cc(C)on1	15	16
c1ccc(CCN2CN(CCCN3CCOCC3)c3nc4ccccc4n3C2)cc1	7	-13
CCCn1c(=S)[nH]c2ccc(C(F)(F)F)cc21	2	-19
CN1CCN(c2cc(C(F)(F)F)nc3ccc(F)cc23)CC1	2	-16

# Sorted by count of non-hydrogen atoms (descending): part of the list above
SMILES	OX1R antag-1	OX1R antag-2
COc1ccc(CCNC(=O)C2CCN(C(=O)c3ccc(C(C)(C)C)cc3)CC2)cc1	14	-23
COCCSc1ccccc1C(=O)Nc1cc(C)on1	15	16
Cc1ccccc1Sc1ncccc1[N+](=O)[O-]	8	-22

# (continued)
SMILES	OX1R antag-1	OX1R antag-2
O=C(Nc1cccc(S(=O)(=O)N2CCCC2)c1)c1ccncc1	44	-19
COc1ccc(CNC(=O)c2ccc(N3CCC4(CC3)CC(c3ccc(Cl)cc3)=NO4)c(N)c2)cc1	17	-2
O=C(Nc1nccs1)Oc1ccccc1	1	-8
CCOC(=O)c1c(NC(=O)/C=C/C(=O)O)sc(C)c1-c1ccc(F)cc1	16	-10
CCCn1c(SCC(=O)c2ccc(CC)cc2)n[nH]c1=O	15	-34
O=C(NCCN1CCOCC1)C1CCN(S(=O)(=O)N2CCCCC2)CC1	6	3
CCCn1c(=O)[nH]c(=O)c2c1nc(-c1ccc(C(F)(F)F)cc1)n2CCOC	14	-15
CC(=O)c1cccc(NC(=O)NC2CC(=O)N(c3ccc4c(c3)OCCO4)C2)c1 (stereo unspecified)	-2	-20
CCOC(=O)c1c(CSc2ccccc2)n(C)c2cc(Br)c(OC)c(O)c12	11	-25
O=C(Nc1cc(S(=O)(=O)N2CCOCC2)ccc1N1CCOCC1)c1cc2c(s1)CCC2	4	-23
c1cncc(Nc2nc(-c3cccs3)cs2)c1	12	-1
Cn1c2c(c(=O)n(C)c1=O)C(C(F)(F)F)(C(F)(F)F)N=C(c1ccc(Cl)cc1)N2	56*	9
C=CCn1nc(-c2ccccc2)c(N2CCCCC2)cc1=O	8	-18
O=C(/C=C/c1ccnc2ccccc12)c1cccs1	19	-29
O=C(NC(=S)Nc1cccc(NC(=O)c2ccccc2Cl)c1)c1cccs1	27	-10
O=C(CCNC(=O)c1ccccc1Cl)NCCC1=CCCCC1	5	-12
O=C(O)CCOc1ccc2c(c1)OCCO2	3	-6
COc1ccc(CC(=O)OC2CCCN(C)C2)cc1 (stereo unspecified)	15	-3
CCc1nnc(NC(=O)C(NS(=O)(=O)c2ccc3c(c2)OCCO3)C(C)C)s1 (stereo unspecified)	13	-22
COc1ccc2c(c1)OC13CCN(C)CC1C2C(C(=O)c1ccc(F)cc1)C(=O)N3 (stereo unspecified)	1	-14
O=S(=O)(c1ccc2c(c1)C(=NO)c1cc(S(=O)(=O)N3CCCCC3)ccc1-2)N1CCCCC1	46	7
COc1ccc(NC(=O)NNC(=O)c2ccccc2-n2cccc2)cc1OC	10	-8
COc1ccc(NC2CCCN(C(=O)CN3CCOC3=O)C2)cc1 (stereo unspecified)	25	2
O=C(Nc1ccc(CSc2ccccc2)cc1)c1ccccc1	12	-7
CN(c1ccccc1C(=O)Nc1ccc2ccccc2c1)S(C)(=O)=O	12	-33
CNc1oc(-c2ccc(Cl)cc2)nc1P(=O)(c1ccccc1)c1ccccc1	2	-66
CCOc1ccccc1/C=C(/NC(=O)c1ccccc1)C(=O)NC(C)c1ccccc1 (stereo unspecified)	34	-18
CC(=O)N(C)c1ccc(NC(=S)Nc2ccc(C(C)C)cc2)cc1	18	-14
Cc1ccc(C(=O)O/N=C(\N)Cc2cccs2)cc1[N+](=O)[O-]	13	-3
Cc1ccc2cccc(OCC(=O)NCc3ccco3)c2n1	15	-16
Cc1cccc(NC(=O)c2ccc(N3CCOCC3)c([N+](=O)[O-])c2)n1	18	-3
CCCc1nc2nc(C)c(NS(=O)(=O)c3ccc(C(C)(C)C)cc3)c(=O)n2[nH]1	10	3
Cc1ccc(S(=O)(=O)N/N=C/c2ccccc2O)cc1[N+](=O)[O-]	12	1
Nc1c(C(=O)N2CCOCC2)sc2nc3c(cc12)CCCC3	40	-27
O=C(NCCc1c[nH]c2ccccc12)c1cc2sccc2n1Cc1ccccc1	28	2
